Screening results (PubChem BioAssay)
BCR signal inh – qHTS Assay to Find Inhibitors of Chronic Active B-Cell Receptor Signaling; ABC-DLBCL IkBa-CBG/CBR reporter, luminescence ratio, 4 h; Potency, µM (titrated, usually from 46.1 µM), inactives show top-dose ratio change, negative = lower green/red ratio, hits mostly inhibitors; 340,000 compounds, 0.05% hits; active means well fitted inhibition curve with a large enough effect in the signal ratio, with a control signal flat, not every such curve was filed as active; inconclusive means small, poorly fitted or top-dose-only effect, or effect the other way, or a change in a side signal; the % refers to the signal ratio;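 further: potency means the concentration at half of the fitted maximal effect; plate controls were basal doxycycline-induced cells for no effect and cells given 10 µM MG132 for full effect; MG132 reads +100%, hits lower the ratio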
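TMD8 ABC-DLBCL cells carrying doxycycline-inducible green luciferase fused to IkappaBalpha plus unfused red luciferase were exposed to compounds (up to 46 uM) for 4 hrs at 37C. Activity came from the overlap-corrected green/red luminescence ratio.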
A-T KAP1 phos – qHTS Assay for Identifying a Potential Treatment of Ataxia-Telangiectasia | 320,000 compounds, 0.19% hits | AID 485349, 2010 | Potency, µM (highest dose often 57.5 µM), for the others: top-dose activation, most hits filed as activators | […] A-T fibroblasts, KAP-1 phosphorylation AlphaLISA; neocarzinostatin DNA damage 30 min before lysis; further: potency means the concentration at half of the fitted maximal effect; % of control where 0% means no effect; nearly all actives have a fitted effect of over 45% in size
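ATM-like activity read as KAP-1 phosphorylation via AlphaLISA donor/acceptor antibody pairs after lysis and 6 hr at 25C. Cells were ATM-null patient fibroblasts ([…], hTERT), dosed 60 min, then exposed to the DSB inducer NCS for 30 min.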
TCR act – Activators of T cell receptors: qHTS campaign; primary human leukocytes, anti-CD3, IL-2 HTRF, 48 h; Potency, µM (doses to about 9.22 µM), inactives show top-dose activation of IL-2 secretion, actives largely listed as activators; 330,000 tested, under 10 active; AID 504894, 2011; further: % of control where 0% means no effect
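IL-2 release read by HTRF sandwich (Eu cryptate donor, d2 acceptor, 665 nm emission) after 48 hr exposure of primary human leukocytes to compound together with anti-CD3 beads in the absence of co-stimulatory signals.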
Giardia killer – Small Molecules that selectively kill Giardia lamblia: qHTS; Giardia lamblia trophozoite viability; activity change, % at 7.66 µM, hits read low; 340,000 compounds, 0.15% hits; in the data active means activity change below about -80%; inconclusive means between about -30% and that limit;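 further: parasites exposed to compound for two days anaerobically before the ATP read; on the % scale 0 is the no-effect control and ±100 the full control effect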
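Media and compound were dispensed first, then trophozoites at 100 cells/well; plates sat 48 hrs at 37 deg C without oxygen before ATP luminescence reagent was added and read after 15-30 min at room temperature.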
GALK inh – qHTS Assay for Inhibitors of Human Galactokinase (GALK) | Potency, µM (titrated, usually from 57.5 µM), inactives show top-dose activity change, negative = inhibition, actives largely listed as inhibitors | 270,000 compounds, 0.007% hits | P51570 | Purified GALK, Kinase-Glo residual ATP luminescence | AID 1868, 2009; further: potency means the concentration at half of the fitted maximal effect; on the % scale 0 is the no-effect control and ±100 the full control effect
Target sequence (P51570 whole entry, looked up): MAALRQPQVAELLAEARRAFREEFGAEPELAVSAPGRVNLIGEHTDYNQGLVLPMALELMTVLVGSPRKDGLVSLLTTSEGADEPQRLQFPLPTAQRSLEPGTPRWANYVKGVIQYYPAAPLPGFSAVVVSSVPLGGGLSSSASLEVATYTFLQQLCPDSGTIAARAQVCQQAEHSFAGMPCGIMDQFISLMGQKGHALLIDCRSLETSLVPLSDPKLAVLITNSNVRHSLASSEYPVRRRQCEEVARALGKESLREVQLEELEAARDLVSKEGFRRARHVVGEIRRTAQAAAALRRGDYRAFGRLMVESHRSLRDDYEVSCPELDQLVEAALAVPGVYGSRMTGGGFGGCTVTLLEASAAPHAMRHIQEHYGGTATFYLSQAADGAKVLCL
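Human GALK (5 nM) with 35 uM ATP and 100 uM galactose in 20 mM HEPES pH 8.0, 5 mM MgCl2, 60 mM NaCl, 1 mM DTT, 0.01% BSA. After 1 h at room temperature, leftover ATP was read by Kinase-Glo Plus luminescence.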
MLL CXXC-DNA inh – qHTS Fluorescence Polarization Assay for Inhibitors of MLL CXXC domain - DNA interaction | Potency, µM (series often up to 115 µM), without a hit: at the top dose activity change, negative = inhibition, most hits filed as inhibitors | 290,000 compounds, 0.037% hits | Histone-lysine N-methyltransferase 2A (Homo sapiens), Q03164 | MLL-CXXC / FITC-HOXA9 DNA fluorescence polarization | AID 2662, 2010; active means well fitted inhibition curve with a large enough effect in the polarisation, with a control signal flat, not every such curve was filed as active; inconclusive means small, poorly fitted or top-dose-only effect, or effect the other way, or a change in a side signal; inactive means no such curve, though single readings can be large or run the other way; the % refers to the polarisation; further: potency means the concentration at half of the fitted maximal effect
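Purified MLL-CXXC (added from a 7 uM solution) was preincubated 5 min at ambient with pinned compounds in 50 mM Tris-HCl pH 7.5, 50 mM NaCl, 1 mM DTT, 0.05% BSA. Fluorescein-labeled HOX-A9 DNA (50 nM solution) followed, 30 min, then polarization read.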
Tb PFK inh – qHTS Assay to Find Inhibitors of T. brucei phosphofructokinase | T. brucei PFK, ADP-Glo luminescence | Potency, µM (series often up to 57.5 µM), without a hit: at the top dose activity, negative = inhibition, hits mostly inhibitors | 330,000 compounds, 0.17% hits;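 further: potency means the concentration at half of the fitted maximal effect; 0% = uninhibited 1x PFK enzyme wells and -100% = no-enzyme wells; nearly all actives have a fitted effect of over 60% in size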
Target sequence (O15648 whole entry, looked up): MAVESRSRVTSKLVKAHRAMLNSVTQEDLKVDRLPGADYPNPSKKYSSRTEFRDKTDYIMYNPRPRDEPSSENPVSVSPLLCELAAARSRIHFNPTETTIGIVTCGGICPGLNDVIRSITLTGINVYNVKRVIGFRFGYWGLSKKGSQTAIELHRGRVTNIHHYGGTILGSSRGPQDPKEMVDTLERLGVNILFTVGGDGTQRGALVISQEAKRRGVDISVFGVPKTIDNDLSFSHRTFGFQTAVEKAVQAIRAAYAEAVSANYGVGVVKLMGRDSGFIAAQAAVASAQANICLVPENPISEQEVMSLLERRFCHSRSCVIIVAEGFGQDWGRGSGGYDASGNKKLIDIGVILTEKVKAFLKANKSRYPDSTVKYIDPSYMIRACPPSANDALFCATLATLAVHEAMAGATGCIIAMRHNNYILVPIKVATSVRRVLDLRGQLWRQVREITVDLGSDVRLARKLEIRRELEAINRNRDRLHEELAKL
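ADP-Glo luminescence quantified ADP after 45 min at room temperature, with 1.25 nM T. brucei PFK, 0.1 mM ATP and 0.5 mM fructose-6-phosphate in pH 8.0 TEA buffer. qHTS titrations up to 57 µM; curves classified by quality.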
hERG WT inh – qHTS for Inhibitors of KCHN2 3.1: Wildtype qHTS; Voltage-gated inwardly rectifying potassium channel KCNH2 (Homo sapiens), Q12809; U2OS, BacMam KCNH2, thallium flux FluxOr; stronger effect = lower value; activity change, % at 1.84 µM; 340,000 compounds, 0.37% hits; AID 720551, 2013;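 active means maximum activity change below -70%; inconclusive means maximum activity change between -70% and -50%; inactive means maximum activity change above -50%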; further: on the % scale 0 is the no-effect control and ±100 the full control effect
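U2OS cells were transduced with wild-type KCNH2 virus (2.03 x 10^8 / mL) for 4 h at room temperature, then cultured overnight at 37 C. Thallium flux was read with FluxOr dye. Rate constants were normalized to DMSO controls.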
Coupling enz – qHTS Assay for Inhibitors of Fructose-1,6-bisphosphate Aldolase from Giardia Lamblia: Coupling assay counterscreen; coupling enzyme system counterscreen, AmpLite Red fluorescence; activity change, negative = inhibition, % at 58.2 µM, hits read low; 290,000 compounds, 0.67% hits; AID 2472, 2010; in the data active means activity change below about -30%; further: on the % scale 0 is the no-effect control and ±100 the full control effect
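Fluorescence at 525 nm excitation and 598 nm emission measured inhibition of the coupled detection system without aldolase. Compounds (at 57.5 uM final) were preincubated 10 min at room temperature with coupling enzyme reagent before a 20 min substrate/AmpLite Red step.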
TSHR antag – Antagonists of the Thyroid Stimulating Hormone Receptor: HTS campaign; AID 504810, 2011; TSHR-expressing cells, TSH-stimulated cAMP HTRF, 2 h; stronger effect = lower value; 330,000 compounds, 0.2% hits; activity change, negative = inhibition, % at 11.5 µM; Thyrotropin receptor (Homo sapiens), P16473;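 active means activity change below a set negative limit, meaning inhibition stronger than a set level, cut at about -70% in these data; inconclusive means activity change between two set negative limits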; further: on the % scale 0 is the no-effect control and ±100 the full control effect
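Cell-based HTRF cAMP assay; TSHR cells + compound, TSH EC80 (4nM final), 2 h, 37 deg C. Lysis with anti-cAMP cryptate and cAMP-d2, 30 min RT, read 665/620 nm.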
An asterisk follows results filed as active; i = inactive; ? = inconclusive; . = no result given; & = joins results of further samples; [ ] = dose if it differs, or a comment. Unless noted, the call rests on the fitted dose curve; in most records, active means well fitted curve in the direction sought with a large enough effect; inconclusive means small, poorly fitted or top-dose-only effect, or another doubt; inactive means no such curve, though single readings can be large; an effect the other way counts as inactive or inconclusive.

SMILES	BCR signal inh	A-T KAP1 phos	TCR act	Giardia killer	GALK inh	MLL CXXC-DNA inh	Tb PFK inh	hERG WT inh	Coupling enz	TSHR antag
O=C(COc1cccc(F)c1)Nc1nc(-c2cccnc2)cs1	?	-2%	-15%	4	.	.	-16%	12	.	-4
CN(c1ccccc1)S(=O)(=O)c1cccc(NC(=O)c2cccc(C#N)c2)c1	-2%	-4%	-3%	10	.	.	0%	2	.	-30
Cc1ccc2nc(SCC(=O)N3CCC(Cc4ccccc4)CC3)nc(=O)n2c1	3%	3%	-6%	-11	.	.	-4%	8	.	-30
CCCCCC(=O)Nc1ccccc1N1CCOCC1	0%	3%	1%[46.1 µM]	-22	2%	1%	-1%	1	1	2
CN1CCN(C(=O)c2ccc(-n3cccn3)nc2)CC1	-17%	4%	7%	-30	4%	7%	0%	-2	0	1
CCOc1cc(C=O)cc(Br)c1OCC(N)=O	-18%	-3%	2%	-17	-3%	4%	-1%	.	0	-7
CCC1CCCCN1CCCNC(=O)Cn1nc(-c2ccc(C)cc2)ccc1=O (stereo not drawn)	-7%	2%	3%	5	2%	13%	-1%	5	5	8
Cc1cc(=O)[nH]c(NN=C2C3CC4CC(C3)CC2C4)n1	7%	0%	-1%	-9	.	-16%	0%	-4	1	-2
COc1ccc(C)cc1NC(=O)CSc1ccc(Cl)cc1	4%	11%	3%[46.1 µM]	-28	.	-6%	-6%	i	-1	-4
O=C(Oc1ccccc1C(=S)N1CCOCC1)c1cccc([N+](=O)[O-])c1	-6%	7%	-2%	7	-4%	2%	0%	1	-4	-5
COc1cccc(C2CC(c3ccc(C)cc3)=NN2C(=O)c2ccccc2F)c1OC (stereo not drawn)	-2%	5%	5%	-14	.	7%	-9%	-8	1	-4
Cc1ccc(C(=O)NCC(c2ccco2)N2CCc3ccccc32)cc1 (stereo not drawn)	-1%	3%	3%	9	.	.	-1%	9	.	-3
O=C(c1ccccc1-c1nc2ccccc2[nH]1)N1CCOCC1	-1%	-6%	-4%	-13	0%	6%	2%	9	3	-1
COc1ccc(-c2[nH]ncc2/C=N/NC(=O)c2ccncc2)c(OC)c1	-2%	2%	1%	-4	-2%	-3%	-10%	6	-7	-14
c1ccc2sc(Cc3nnc4n3CCCCC4)nc2c1	-1%	6%	-1%	-6	2%	-11%	2%	23	1	0
Cc1ccc(-n2c(C)nnc2SCC(=O)NC2CCCC2)cc1	-1%	-2%	-1%	10	-1%	-2%	3%	3	0	-11
Cc1ccc(OCc2nnc(NC(=O)OCC(C)C)s2)cc1	8%	2%	2%	?	-1%	10%	5%	14	-2	-13
COc1cc(/C=N/Nc2ccc(C)cc2)cc(Br)c1O	-13%	-18%	0%	5	2%	-5%	-9%	7	-11	-7
CN(C(=O)CSc1nnc(-c2ccccc2F)n1N)C1CCCCC1	3%	8%	4%	9	.	.	-9%	-7	.	-11
c1ccc(Cn2nnc3c(N4CCCCCC4)ncnc32)cc1	25%	0%	-6%	-13	0%	-14%	0%	7	5	-22
CN1C(=O)C(C)(C)c2cc(S(=O)(=O)N3CCCC(C(=O)NCc4ccc(F)cc4)C3)ccc21 (stereo not drawn)	0%	8%	-4%	5	.	0%	0%	-9	-2	0
COC(=O)N1CCCc2cc(C)ccc21	-2%	0%	1%	-3	7%	2%	4%	-8	0	4
C=CCn1c(SCc2ccc(C(=O)O)cc2)nc2sc(C)c(C)c2c1=O	5%	-15%	2%	-10	-2%	-3%	0%	2	12	-8
c1ccc(CN2C3=NCCN3c3ccccc32)cc1	1%	4%	0%[46.1 µM]	-13	.	-2%	-11%	11	-1	26
CCCCOC(=O)C1=C(C)Nc2ncnn2C1c1cccc(OC)c1OC (stereo not drawn)	1%	0%	-43%	5	0%	4%	-1%	-9	4	-2
O=C(Cc1ccc([N+](=O)[O-])cc1)N/N=C/c1cccs1	0%	-3%	-1%	-16	-5%	1%	-6%	12	-2	-9
Cn1c(Cn2c(=O)sc3ccccc32)nnc1SCC(=O)NC1CCCC1	?	3%	-2%[46.1 µM]	1	0%	5%	0%	-5	0	18
N#Cc1c(N)c(C#N)c(-c2ccc(O)cc2)c2c1CCCC2	-9%	7%	-2%	-10	1%	-3%	0%	3	12	-11
COc1ccc([N+](=O)[O-])cc1C(=O)Nc1ccc(Cc2ccncc2)cc1	?	0%	5%	-10	-1%	-1%	-22%	-5	1	-18
COc1ccc(C(=O)N/N=C/c2c[nH]c3ccccc23)cc1	-5%	12%	.	18	-6%	-2%	5%	3	3	23
N#C/C(=C\c1c(F)cccc1Cl)c1nn(-c2ccccc2)c(-n2cccc2)c1C#N	?	-2%	2%	-12	1%	10%	1%	-5	2	-8
CC1CCCN(C(=O)c2cc(F)c(F)cc2Cl)C1 (stereo not drawn)	?	0%	4%	-5	0%	4%	-4%	-27	-4	-5
CN(C)C(=O)CSc1ccccc1C(=O)OCC(=O)NC1CC1	1%	6%	8%	-24	.	.	-7%	6	.	8
Cc1nnc(N/N=C/c2ccco2)n1N	2%	14%	2%	22	4%	2%	0%	6	-42*	8
CCc1nccn1S(=O)(=O)c1ccccc1[N+](=O)[O-]	1%	6%	5%	3	-3%	0%	3%	-5	-2	12
Cc1noc(C)c1NC(=O)Nc1ccc2c(c1)C(=O)N([C@H](C)CO)C[C@H](C)[C@@H](CN(C)C(=O)NC1CCCCC1)O2	-1%	8%	-214%	-9	.	.	0%	8	.	1
Cn1c(=O)c2c3c(sc2n2c(SCC(N)=O)nnc12)CC(C(C)(C)C)CC3 (stereo not drawn)	1%	2%	-2%	1	-3%	-9%	2%	-1	-2	-11
O=C(CCN1C(=O)/C(=C/c2ccccc2Cl)SC1=S)Nc1ccccn1	1%	-10%	-3%	0	-2%	-3%	3%	-3	.	-23
COc1ccc(C2=NN(C(=O)CCC(=O)O)C(c3ccc(OC)c(OC)c3)C2)cc1 (stereo not drawn)	0%	2%	.	-5	0%	-11%	0%	-2	-3	12
COc1ccc(NC(=O)NC2CC3CCCC(C2)N3Cc2ccccc2)cc1 (stereo not drawn)	4%	0%	-2%	7	-4%	3%	1%	6	0	-3
CC(COc1ccc(/C=C/c2ccccc2)cc1)[N+](C)(C)C (stereo not drawn)	?	28%	-8%	-11	.	8%	-10%	11	.	-8&16
O=S(=O)(Nc1ccccn1)c1cc(Cl)ccc1Cl	?	2%	-2%	-6	-2%	2%	1%	17	-1	-11
CCCN(CCC)C(=O)CCSCCC(=O)N(CCC)CCC	3%	-9%	-6%[46.1 µM]	2	1%	2%	-4%	-2	4	11
CN(CC(=O)O/N=C(\N)c1ccc(Br)cc1)S(=O)(=O)c1ccccc1	2%	6%	-5%	2	4%	?	-5%	11	0	-15
COc1ccc(C(=O)Nc2nc(-c3ccccc3)c(C(C)=O)s2)c(OC)c1	-2%	1%	6%	9	1%	-3%	-1%	-4	-1	-4
COc1ccc(C(=O)N(C)C2CCCCC2)cc1S(=O)(=O)N1CCOCC1	1%	-6%	-6%	-8	.	.	-4%	5	.	1
O=C(/C=C/c1cccc(F)c1)OCC(=O)c1ccc[nH]1	?	2%	-3%	4	.	.	-14%	-4	.	.
Cc1nc([N+](=O)[O-])cn1CCC#N	-8%	9%	5%	9	6%	1%	-11%	5	3	2
Cc1ccc(S(=O)(=O)CC#CCOC(=O)c2ccc([N+](=O)[O-])cc2)cc1	?	-8%	.	.	-1%	-18%	-3%	.	1	-2
O=C(O)COc1ccccc1/C=N/NC(=O)c1ccc2c(c1)OCCO2	?	7%	-4%	-20	-8%	25%	3%	6	.	-1
O=C(O)C1CC=CCC1C(=O)N1CCN(c2nc(-c3ccccc3Cl)c3cc(Br)ccc3n2)CC1 (stereo not drawn)	-4%	-1%	3%	12	1%	-12%	-2%	-1	5	-16
COc1ccccc1C(=O)NCC(=O)NCCSc1ccc(Br)cc1	1%	6%	4%	11	.	.	0%	-11	.	-8
